Screening data as filed in PubChem.
FXIIa inh – factor XIIa (human) inhibition; P00748; purified FXIIa, Boc-QGR-AMC fluorogenic substrate, 2 h; inhibition, % at 5 µM; 0.3% of 220,000 active; AID 800; in the data active means inhibition above about 40%;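 further: 0% = enzyme with no compound and 100% = blank without enzyme; many of its hits are not listed in these tables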
Target sequence (P00748 20-372 limits assumed): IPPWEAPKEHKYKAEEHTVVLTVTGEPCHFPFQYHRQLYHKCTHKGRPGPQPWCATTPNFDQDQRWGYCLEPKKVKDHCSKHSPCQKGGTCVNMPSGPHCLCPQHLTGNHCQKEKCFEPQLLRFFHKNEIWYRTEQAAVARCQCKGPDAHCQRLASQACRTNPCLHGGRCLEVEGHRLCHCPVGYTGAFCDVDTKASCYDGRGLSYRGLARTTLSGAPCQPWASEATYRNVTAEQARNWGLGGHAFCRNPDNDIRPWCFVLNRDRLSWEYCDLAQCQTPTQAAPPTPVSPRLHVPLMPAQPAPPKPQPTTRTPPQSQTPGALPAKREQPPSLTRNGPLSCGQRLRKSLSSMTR
Target sequence (P00748 373-615 limits assumed): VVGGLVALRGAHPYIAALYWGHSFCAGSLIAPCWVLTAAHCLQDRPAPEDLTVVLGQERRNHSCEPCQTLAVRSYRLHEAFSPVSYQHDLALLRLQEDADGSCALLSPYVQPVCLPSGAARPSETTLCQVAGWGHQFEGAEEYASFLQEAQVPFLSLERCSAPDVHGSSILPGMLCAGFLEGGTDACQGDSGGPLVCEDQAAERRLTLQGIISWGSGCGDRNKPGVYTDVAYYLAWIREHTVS
PERK inhibitor – blocks human PERK kinase | Q9NZJ5 | CHO PERK-DD fusion, SEAP luminescence translation reporter | inhibition, % at 5.6 µM | 0.17% of 220,000 active | AID 1416;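 active means inhibition above the mean inhibition of all tested compounds plus 3 SD, set separately per screening campaign, cut at about 2.9% in these data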;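 further: PERK kinase domain activated by AP20187 dimerizer at 100 nM; 0% = DMSO with dimerizer and 100% = rapamycin at 8.4 µM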
FXIa inh 1536 – blocks human coagulation factor XIa protease activity; purified FXIa, Boc-Glu-Ala-Arg-AMC fluorogenic substrate; inhibition, % at 5 µM; AID 798; P03951; 0.14% of 220,000 active;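 active means inhibition of at least 40%; inactive means inhibition below 40%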;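 further: fluorescence of freed AMC excited at 355 nm; 0% = enzyme without compound and 100% = no enzyme blank; many of its hits are not listed in these tables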
Rad51 HR inh – blocks human Rad51 in homologous recombination; hRad51 DNA strand exchange, fluorescence dequenching; AID 1385; 0.085% of 200,000 active; Q06609; inhibition, % at 10 µM;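 active means inhibition above 40% at the single screening dose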;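 further: 0% = DMSO control wells and 100% = blanks with heterologous ssDNA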
Target sequence (Q06609 whole entry, looked up): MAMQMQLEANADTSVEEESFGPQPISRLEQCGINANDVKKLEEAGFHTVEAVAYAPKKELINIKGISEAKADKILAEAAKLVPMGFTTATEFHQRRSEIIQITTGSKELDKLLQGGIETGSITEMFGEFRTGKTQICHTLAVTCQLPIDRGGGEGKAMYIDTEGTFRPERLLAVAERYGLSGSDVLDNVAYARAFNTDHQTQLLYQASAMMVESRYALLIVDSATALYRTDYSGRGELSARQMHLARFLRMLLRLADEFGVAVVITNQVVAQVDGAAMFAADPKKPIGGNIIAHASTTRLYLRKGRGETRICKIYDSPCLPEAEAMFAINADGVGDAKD
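Material: Human Rad51 nucleoprotein filaments preassembled on unlabelled ssDNA | Also added: Labelled 47-mer dsDNA for strand exchange | Dosing: Single dose, 10 µM final compound | Schedule: 30-min compound preincubation and 15-min exchange, both room temperature | Technique: Fluorescence dequenching at 485/520 nm | Measure: Percent inhibition relative to plate controls and blanks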
KCC2 mod – modulators of human KCC2 chloride dependent transport | 2.2% of 190,000 active | Q9H2X9 | AID 1456 | B-score of Tl+ flux slope (higher = more flux/activation; lower = inhibition) at 10 µM | KCC2 cells, thallium flux FluoZin-2 fluorescence;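 active means thallium flux slope and its plate-corrected score both differing from the plate sample mean at a set confidence after two filtering rounds, in either direction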;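 further: slope of fluorescence scaled to starting intensity during 10 to 20 s after thallium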
hK5 inh – blocks human kallikrein 5 protease activity. inhibition, % at 5 µM. Q9Y337. recombinant hK5, fluorogenic AMC substrate cleavage. 0.59% of 210,000 active;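 active means inhibition of 40% or more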;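 further: 0% = enzyme controls without compound and 100% = no-enzyme blanks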
Calpain2 inh – blocks pig calpain II enzyme activity | 0.37% of 220,000 active | AID 1236 | inhibition, % at 16 µM | purified calpain II, fluorogenic peptide substrate, 30 min;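 active means inhibition above about 50%, limit read from the data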
thrombin 1536 – blocks human thrombin protease activity; alpha-thrombin, Boc-VPR-AMC fluorogenic substrate cleavage; inhibition, % at 5 µM; 0.26% of 220,000 active; AID 1046;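 active means inhibition at or above 40%; inactive means inhibition below 40%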;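 further: 0% = enzyme with no compound and 100% = wells without enzyme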
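System: Human alpha-thrombin protein | Medium: pH 7.5 Tris (50 mM) with NaCl 150 mM, Tween 20 0.05% | Times: Enzyme reaction carried out at room temperature | Detection: AMC fluorescence, 355/460 nm | Evaluation: Percent inhibition scaled between no-compound controls and no-enzyme blanks | Benchmarks: Enzyme without compound as high, wells lacking enzyme as low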
Furin inhibitor – inhibitors of human furin; P09958; purified furin, fluorogenic substrate cleavage; inhibition, % at 30 µM; 0.061% of 220,000 active; in the data active means inhibition above about 25%; further: inactives centre near -15
* hit, by the source's call; i = inactive; . = not tested or not shown; [ ] = another dose, or the depositor's remark.

#	Calpain2 inh	Rad51 HR inh	hK5 inh	thrombin 1536	KCC2 mod	FXIIa inh	PERK inhibitor	FXIa inh 1536	Furin inhibitor	molecule
1	10	9	-2	-2	0.38	10	-0.4	-2	-26	CCOCCCNC(=O)C(c1ccc(C)cc1)N(Cc1cccs1)C(=O)c1ccccn1 (stereo unspecified)
2	31	1	0	-4	-1.4	8	1.0	-2	-18	O=C(Nc1ccc(Cl)cn1)c1ccc(COc2ccccc2Br)o1
3	26	4	-1	1	.	3	-1.1	-2	-15	CCOC(=O)c1ccc2c(c1)nc(SCc1cn3ccsc3n1)n2CC
4	19	-4	-6	-4	-0.022	5	0.0	-7	-11	Cc1ccc(NC(=O)c2sc(N)nc2-c2ccc([N+](=O)[O-])cc2)c(C)c1
5	13	9	-12	-4	.	-2	0.7	-2	-21	COc1ccc(C2=NOC3(CC(=O)N(c4ccc(C)cc4)C3=O)C2)c(OC)c1 (stereo unspecified)
6	-43	5	8	-3	-0.91	8	0.9	-1	-19[20 µM]	N#Cc1c(SCc2ccccc2)sc(C(=O)c2ccccc2)c1N
7	-9	-57	-8	-1	-0.076	-1	-0.8	-6	0	COc1ccc(N2CCN(C(C)=C3C(=O)c4ccccc4C3=O)CC2)cc1
8	-49	1	3	4	0.46	10	-0.2	2	1	CCN(CC)S(=O)(=O)c1cccc(NC(=O)c2ccc(Sc3nncn3C)c([N+](=O)[O-])c2)c1
9	-17	6	-18	-11	0.049	4	0.5	6	-6	Cc1cc([N+](=O)[O-])nn1CCCC(=O)NCc1ccccc1
10	6	1	-18	-10	-0.35	-19	-0.4	-10	-22[20 µM]	CCc1c(C)nc(N2CCN(Cc3ccccc3)CC2)[nH]c1=O

Reprinted: nos. 1–5
#	Calpain2 inh	Rad51 HR inh	hK5 inh	thrombin 1536	KCC2 mod	FXIIa inh	PERK inhibitor	FXIa inh 1536	Furin inhibitor	molecule
1	10	9	-2	-2	0.38	10	-0.4	-2	-26	CCOCCCNC(=O)C(c1ccc(C)cc1)N(Cc1cccs1)C(=O)c1ccccn1 (stereo unspecified)
2	31	1	0	-4	-1.4	8	1.0	-2	-18	O=C(Nc1ccc(Cl)cn1)c1ccc(COc2ccccc2Br)o1
3	26	4	-1	1	.	3	-1.1	-2	-15	CCOC(=O)c1ccc2c(c1)nc(SCc1cn3ccsc3n1)n2CC
4	19	-4	-6	-4	-0.022	5	0.0	-7	-11	Cc1ccc(NC(=O)c2sc(N)nc2-c2ccc([N+](=O)[O-])cc2)c(C)c1
5	13	9	-12	-4	.	-2	0.7	-2	-21	COc1ccc(C2=NOC3(CC(=O)N(c4ccc(C)cc4)C3=O)C2)c(OC)c1 (stereo unspecified)

More records
#	Calpain2 inh	Rad51 HR inh	hK5 inh	thrombin 1536	KCC2 mod	FXIIa inh	PERK inhibitor	FXIa inh 1536	Furin inhibitor	molecule
11	10	.	.	-6	.	-2	0.7	-5	-12	O=C(c1cccc(C(F)(F)F)c1)C1CCCN(Cc2cccc(OCCO)c2)C1 (stereo unspecified)
12	-7	-7	-3	-9	-0.16	8	0.8	-1	-8	O=Cc1c(N2CCOCC2)nc2ccccn2c1=O
13	4	1	8	-5	-0.8	12	0.4	3	-20	CC(C1CCN(Cc2nc(C3CC3)no2)CC1)N1CCOCC1 (stereo unspecified)
14	-149	-37	1	-11	-0.068	4	0.4	0	-12	COCCn1c(-c2ccc(-c3ccc([N+](=O)[O-])cc3Br)o2)nc2c1c(=O)[nH]c(=O)n2CC(C)C
15	-3	.	-9	6	-2	16	-0.1	7	-14	c1ccc(SCCN2CCc3ccccc3C2)cc1
16	-40	0	-2	1	.	8	-1.7	2	-16[20 µM]	COC(=O)c1ccccc1NC(=O)CN(C)S(=O)(=O)c1cc(C)ccc1OC
17	6	-4	-9	-2	0.42	1	0.6	5	-30	CC(C)c1nc2sc3c(=O)n(N)cnc3c2c2c1COC(C)(C)C2
18	-18	2	0	-3	-0.28	10	0.7	-3	-18	Cc1c(Cl)cccc1NC(=O)CCCN1C(=O)c2cccnc2C1=O
19	5	.	-16	2	-0.18	15	0.7	11	-21	Cc1[nH]n(-c2ccc([N+](=O)[O-])cc2)c(=O)c1C=NCCc1c[nH]c2ccccc12
20	3	-5	-7	0	0.094	7	-0.2	-7	-13	Clc1cccc(-c2csc(Nc3cccnc3)n2)c1
21	23	3	0	3	-0.14	5	.	2	-26	CC(C)(C)OC(=O)N[C@@H](CCCCNC(=O)OCc1ccccc1)c1nnc([C@H](CCCCNC(=O)OCc2ccccc2)NC(=O)OC(C)(C)C)o1
22	-29	.	.	-1	7.9*	6	1.3	2	-19	Cc1ccc2nc(NC(=O)c3ccccn3)sc2c1
23	5	0	-5	-5	-0.48	0	-0.2	-6	-10[20 µM]	CC(C)CNS(=O)(=O)c1ccc(OCC(=O)NCC2CCCO2)c(Cl)c1 (stereo unspecified)
24	-21	13	-1	-7	-0.09	2	0.7	-2	-14	CSc1nnnn1-c1c(C)cc(C)cc1C
25	-13	7	-4	1	0.48	5	1.4	-12	-15[20 µM]	NC(=O)NC(Cc1ccccc1)C(=O)Nc1ccc(S(N)(=O)=O)cc1 (stereo unspecified)
26	10	.	-1	1	-1.2	13	-0.6	3	-5[20 µM]	Cc1cc(C=O)c(C)n1-c1cc(C(F)(F)F)ccc1N1CCOCC1
27	-10	-6	-6	-2	-0.34	9	-2.4	-1	-6[20 µM]	CCN(CC)C(=O)CN(c1cc2c(cc1OC)oc1ccccc12)S(=O)(=O)c1ccc(C)cc1
28	-14	10	-10	-8	0.039	3	0.7	2	-19	CCOC(=O)c1sc(NC(=O)CCC(=O)O)nc1C
29	-35	8	-4	-9	-0.96	3	-0.3	-7	-17	NNC(=O)c1cc2c(N3CCC(Cc4ccccc4)CC3)ncnc2s1
30	1	-5	1	6	.	14	0.1	1	-22[20 µM]	Cc1csc(C(=O)O)c1-n1cccc1
31	-13	-5	-27	-3	0.25	5	-1.1	-3	-18[20 µM]	COc1ccc(-c2c3c(=O)n(C)c(=O)n(C)c3cn2C2CCCCC2)cc1
32	2	0	-6	0	.	9	0.3	-11	-10[20 µM]	COc1ccc(C2C(C(C)=O)=C(O)C(=O)N2c2ccc(Br)cn2)cc1 (stereo unspecified)
33	-25	-5	-3	-1	0.27	8	0.7	2	-33[20 µM]	CCOC(=O)Cc1csc(NC(=O)CSc2nnc(-c3cccnc3)n2Cc2ccco2)n1
34	6	-5	-3	5	.	15	0.5	3	-12	N#Cc1cnn(-c2ccccc2)c1N
35	-16	-1	-1	-2	-0.26	5	-0.2	-3	-19	O=C(CN1CCN(S(=O)(=O)c2ccccc2F)CC1)Nc1ccccc1C(=O)c1ccccc1
36	22	.	-1	1	.	14	-0.3	-1	-8[20 µM]	O=C(/C=C/c1ccccc1Cl)NCCc1ccccc1
37	4	-4	-4	-1	-0.28	10	1.2	-1	-29	O=C1C=CC(=O)N1N(c1ccccc1)c1ccccc1
38	-10	22	-5	-3	1.2	5	1.2	-3	-17	Nc1nc(SCC(=O)c2ccc([N+](=O)[O-])cc2)n[nH]1
39	-156	.	-32	4	-2.1	10	-0.6	3	-1[20 µM]	Cc1ccc(C(=O)N/C(=C\c2ccc(-c3cc(Cl)ccc3Cl)o2)C(=O)NCc2cccnc2)cc1
40	13	.	.	1	-0.88	9	1.9	-1	-36	Cc1cnc(CNC(=O)c2ccc(OC3CCN(C(=O)C4CC4)CC3)cc2)cn1
41	7	4	-23	3	.	15	-2.1	5	-17[20 µM]	O=C(NCc1cccs1)c1ccc(CS(=O)(=O)c2ccc(Cl)cc2)o1
42	-45	-1	-11	3	.	19	1.6	1	-125	COc1cc2c(cc1OC)-c1cc(NC3CC3)nc(=O)n1CC2
43	-5	6	2	-13	2.6	10	0.1	-4	-10	C/C(=N\NC(=O)c1ccc2c(c1)OCO2)c1ccco1
44	-4	-1	2	4	-1.5	36	-0.7	26	-25[20 µM]	COc1ccc(S(=O)(=O)N(C)CC(=O)Nc2c(F)cccc2F)cc1
45	10	2	0	0	0.069	.	0.3	3	-13	O=C(CC1S/C(=N/N=C/c2cccs2)NC1=O)Nc1ccccc1F (stereo unspecified)
46	-32	-2	-16	-11	-0.6	4	0.3	-1	-23	C/C(=N\Nc1nc(-c2cc(C)ccc2C)cs1)c1cc2ccccc2oc1=O
47	i	0	-8	-2	0.51	10	0.2	1	-7	O=c1c2cc(N3CCOCC3)ccc2[nH]c(=S)n1CC1CCCO1 (stereo unspecified)
48	-3	2	-12	-1	-0.99	18	2.0	9	-12	CCCCNC(=S)NCc1ccc2[nH]c(C)cc2c1
49	-5	-28	-16	0	-0.16	20	2.2	22	-19	C/C(=N\O)C(C)NC(=O)c1ccccc1 (stereo unspecified)
50	-24	4	8	-6	-0.077	14	0.3	4	-12	CCS(=O)(=O)NCc1csc(C)n1
51	-19	6	-5	-13	0.64	7	-0.6	-8	-21	Cc1cc(C(=O)Nc2cccc(S(=O)(=O)N3CCCCC3)c2)c2ccccc2n1
52	-5	7	-9	-4	-0.0019	-1	0.1	-11	-7	CCCCCOc1ccc(N2C(=O)C(C)CNC2=S)cc1 (stereo unspecified)
53	-5	2	-27	-2	78*	14	1.6	8	-15	Oc1c(I)cc(I)c2cccnc12
54	-22	-16	-12	-4	-0.4	-2	2.2	-7	-15	N/C(=N\OC(=O)CCCOc1ccccc1)c1ccncc1
55	19	1	5	4	0.78	-2	0.5	5	-9[20 µM]	Cc1ccc(C2CC(c3ccccc3)=NN2C(=O)CSc2nnc(-c3ccc(Cl)cc3)o2)o1 (stereo unspecified)
56	-32	-4	-18	-9	2.1	11	1.2	-2	-17	CC(C(=O)OCC(=O)Nc1ccc2c(c1)OCO2)N1C(=O)c2ccccc2C1=O (stereo unspecified)
57	11	-4	-7	2	-0.0047	9	-0.3	5	-10[20 µM]	CC(=O)Nc1nonc1NC(=O)c1ccc(C(C)(C)C)cc1
58	-16	7	2	1	-0.037	5	.	-1	-29	O=S1(=O)c2ccccc2C(CCO)N1Cc1ccccc1 (stereo unspecified)

Pulled one by one from above:
#	Calpain2 inh	Rad51 HR inh	hK5 inh	thrombin 1536	KCC2 mod	FXIIa inh	PERK inhibitor	FXIa inh 1536	Furin inhibitor	molecule
57	11	-4	-7	2	-0.0047	9	-0.3	5	-10[20 µM]	CC(=O)Nc1nonc1NC(=O)c1ccc(C(C)(C)C)cc1
47	i	0	-8	-2	0.51	10	0.2	1	-7	O=c1c2cc(N3CCOCC3)ccc2[nH]c(=S)n1CC1CCCO1 (stereo unspecified)
37	4	-4	-4	-1	-0.28	10	1.2	-1	-29	O=C1C=CC(=O)N1N(c1ccccc1)c1ccccc1
19	5	.	-16	2	-0.18	15	0.7	11	-21	Cc1[nH]n(-c2ccc([N+](=O)[O-])cc2)c(=O)c1C=NCCc1c[nH]c2ccccc12
52	-5	7	-9	-4	-0.0019	-1	0.1	-11	-7	CCCCCOc1ccc(N2C(=O)C(C)CNC2=S)cc1 (stereo unspecified)
8	-49	1	3	4	0.46	10	-0.2	2	1	CCN(CC)S(=O)(=O)c1cccc(NC(=O)c2ccc(Sc3nncn3C)c([N+](=O)[O-])c2)c1

The list is partial (hit frequency here may not be typical).
